# From PubChem BioAssay
# ERAP1 inh – inhibitors of human ERAP1 aminopeptidase; Q9NZ08; recombinant ERAP1, Leu-AMC fluorescence, 60 min; inhibition, % at 10.7 µM; 340,000 compounds, 0.15% hits;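 active = mean replicate inhibition of at least 30%, or all replicates individually reaching that 30% level; inactive = mean below 30% and not every replicate reaching it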;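 note: 0% = neutral control wells and 100% = L-leucinethiol positive control wells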
# esBAF inh – blocks esBAF chromatin remodeling in mouse ES cells. Bmi1-luciferase knock-in reporter, 24 h; 100% = twice the neutral-well signal. reporter increase, % at 12.5 µM. 350,000 compounds, 2% hits; in the data active = activation above about 40%;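 note: 0% = median of the plate's neutral control wells and 100% = double that signal; a rise in the Bmi1 reporter signal indicates esBAF inhibition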
# CFTR F508del cor – correctors of CFTR F508del function in bronchial epithelial cells | CFBE cells, YFP halide quenching; stimulated with forskolin plus potentiator P3; % fluorescence drop versus neutral controls | activity (quench increase), % at 7.58 µM | 350,000 compounds, 0.36% hits | AID 720511;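 active = mean added fluorescence quench of at least 8% versus neutral control, with both replicates also reaching 8%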;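 note: cells transiently co-express mutant CFTR-F508del with the halide-sensitive YFP; corrector assay measuring rescue of mutant channel to the surface after 24 h compound exposure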
# GSIS activator – GLuc luminescence reporter in INS-1E cells, primary screen for activators of glucose-dependent secretion of insulin | INS-1E GLuc reporter insulin secretion, 2-3 h | activation, % at 16.6 µM | 370,000 compounds, 0.61% hits | AID 743287;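 active = lowest replicate activation of at least 40%, so every replicate reaches that level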;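 note: 0% = median of neutral control wells and 100% = median of IBMX positive control wells; some compounds called inactive have numbers as strong as hits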
# RAD52 inh – inhibitors of human RAD52 DNA annealing. P43351. recombinant RAD52 DNA annealing, FRET fluorescence. inhibition, % at 18.7 µM. 360,000 compounds, 0.46% hits. AID 651710;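 active = every replicate showing at least 50% inhibition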
# Target sequence (P43351 whole entry, looked up): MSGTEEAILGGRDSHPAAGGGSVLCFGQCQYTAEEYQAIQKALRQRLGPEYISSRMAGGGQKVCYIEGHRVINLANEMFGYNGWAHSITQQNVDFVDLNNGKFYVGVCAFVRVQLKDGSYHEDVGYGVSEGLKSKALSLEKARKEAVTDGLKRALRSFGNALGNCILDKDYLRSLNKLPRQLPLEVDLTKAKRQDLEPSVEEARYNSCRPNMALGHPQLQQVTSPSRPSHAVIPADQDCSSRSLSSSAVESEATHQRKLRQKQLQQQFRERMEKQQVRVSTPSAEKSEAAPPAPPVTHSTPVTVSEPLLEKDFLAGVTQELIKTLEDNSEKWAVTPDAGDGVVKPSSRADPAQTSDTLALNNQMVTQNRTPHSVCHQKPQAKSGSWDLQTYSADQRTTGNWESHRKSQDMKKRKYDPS
# ARNT TACC3 PPI – disruptors of human ARNT/TACC3 interaction; Q9Y6A5; AlphaScreen His-ARNT PAS-B/GST-TACC3 binding, luminescence; TACC3 fragment carries E629A point mutation; inhibition, % at 9.99 µM; 390,000 compounds, 0.66% hits; AID 623870;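 active = mean inhibition of replicates at least 50% and at least half of replicates each reaching 50%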;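 note: 0% = complete ARNT plus TACC3 wells and 100% = ARNT alone without TACC3; many hits fall short of the cut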
# Xi reactivation – X-chromosome reactivation activator | activation, % at 7.58 µM | XiGFP mouse fibroblasts, % GFP-positive cells imaging, 3 d; cells co-treated with 5-aza-dC sensitizer; scaled so ellipticine positive control = 100% | 360,000 compounds, 0.055% hits;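 active = mean normalized replicate activation at least 10% and every replicate at or above 10%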;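 note: 0% = median of on-plate neutral control wells and 100% = ellipticine 6 µM median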
#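 Material: SV40-immortalized XiGFP fibroblast cells, line 68-5-11 | Buffer or medium: DMEM containing 5-aza-dC | Dosing: One concentration, pinned | Times: 3 d treatment, 15 min room-temperature fixation | Controls: Ellipticine 6 µM positive control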
# RAD54 inh – RAD54 (human) branch migration inhibition; Q92698; RAD54 Holliday junction branch migration, FAM/BHQ fluorescence; inhibition, % at 10.4 µM; 360,000 compounds, 0.14% hits; AID 602329;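 active = mean normalized replicate activity at least 40 and at least half of replicates scoring 40 or more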;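 note: 0% = median of neutral control wells and 100% = median of positive control wells; inhibitors cause a drop in the FAM fluorescence signal; in these data hits start at about 50%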
# The depositor's hits bear a star; / = no result given; & = joins results of further samples.
SMILES,ERAP1 inh,esBAF inh,CFTR F508del cor,GSIS activator,RAD52 inh,ARNT TACC3 PPI,Xi reactivation,RAD54 inh
COc1ccccc1NC(=O)C(C)N(C)CCOc1ccccc1 (stereo not given),3,4,0.7,1,-6,-4,0.4,5
O=C(CNc1cc(S(=O)(=O)N2CCOCC2)ccc1N1CCCC1)Nc1ccc(Cl)cc1,5,12,0.0,/,-12,-1,0.2,2
COC(=O)c1ccccc1C(=O)N1CCOCCOCCOCC1,-1,-8,2.5,-1,-12,1,0.6,/
Cc1ccccc1C(=O)Nc1nnc(SCC(=O)NC2CC2)s1,3,-5,1.6,-4,-8,-3,0.1,0
Cc1ccc(Sc2ncccc2C(=O)NCC(c2ccc(F)cc2)N2CCOCC2)cc1C (stereo not given),2,-3,-2.1,-14,0,0,0.5,4
C=CCn1c(SCC(=O)Nc2ccccc2F)nc2ccccc2c1=O,2,-4,0.5,-6,-2,0,0.0,2
CC(=O)c1cccc(NC(=O)N2C3CCC2CC(NC(=O)C2CC2)C3)c1 (stereo not given),-2,/,0.0,2,-16,-2,0.6,/
O=C(NC1CC1)c1ccc(N2CCCCC2)c([N+](=O)[O-])c1,3,22,-5.2,-3,-13,4,0.3,5
Cc1ccc(F)cc1NC(=O)CSCc1c(C)noc1C,-6,-6,-0.7,-5,-12,1,0.4,2
C#CCOCCOCCOCCNc1nc(N2CCN(C(=O)[C@H](CO)n3cc([C@@H](N)C(C)C)nn3)CC2)nc(N2CCN(C(=O)[C@H](CCC(=O)O)n3cc([C@@H](N)CCCCN)nn3)CC2)n1,-2,-6,1.6,47,29,4,0.0,-14
COc1ccc(CNC(=O)C(C)NCc2ccccc2Cl)cc1 (stereo not given),1,-1,-1.5,-1,1,0,0.0,-3
C[C@@H]1CN([C@H](C)CO)C(=O)c2cc(NC(=O)Cn3cnnn3)ccc2O[C@@H]1CN(C)CC1CCCCC1,0,4,-4.1,13,-25,-6,0.2,11
C[C@@H]1CN([C@H](C)CO)C(=O)c2cc(NC(=O)Nc3ccccc3)ccc2O[C@@H](C)CCCCO[C@H]1CN(C)C(=O)c1ccccc1,1,-2,1.8,-10,-11,3,0.0,-12
COc1ccc(CN(C)C[C@H]2Oc3ccc(NC(=O)Cn4cnnn4)cc3CC(=O)N([C@@H](C)CO)C[C@@H]2C)cc1,-1,-2,3.7,-5,4,-3,0.0,1
O=C(NCc1ccccn1)C1CCCN(S(=O)(=O)c2ccccc2)C1 (stereo not given),/,1,/,12,/,5,/,0
C[C@@H]1CN([C@@H](C)CO)S(=O)(=O)c2ccc(C3=CCCCC3)cc2O[C@H]1CN(C)C(=O)C1CCOCC1,1,3,0.6,-3,2,-5,-0.1,-4
CN(C)C(=O)C[C@@H]1CC[C@@H]2[C@@H](COc3ccc(NC(=O)C4CCC4)cc3C(=O)N2C)O1,-5,/,-1.2,-2,-6,/,0.0,/
CC1(C)CC(=O)C(C2=NC3(CCCCCC3)Cc3ccccc32)=C(O)C1,/,/,4.2,18,9,-8,0.2,/
C[C@H](NC(=O)c1ccc2c(c1)OCO2)c1nnc2ccccn12,0,4,/,24,6,2,/,11
CS(=O)(=O)Nc1ccc(C(=O)Nc2ccccc2C(=O)NCc2ccco2)cc1,-3,-2,2.7,1,-7,/,0.1,1
COc1ccccc1-c1cnc2c(c1)C(=O)N([C@@H](C)CO)C[C@@H](C)[C@H](CN(C)Cc1ccncc1)O2,1,-2,-0.3,11,-3,-1,-0.6,-2
O=C(O)C(C(=O)O)=C1C2CC3CC(C2)CC1C3,6,9,0.0,13,6,-9,0.0,/
Cc1ccc(C(=O)SC2=NCCS2)cc1,5,1,-1.8,-17,-9,-3,/,19
Cc1cc(C)nc(/N=C2\NC(=O)CC3C(=O)NCCN23)n1 (stereo not given),/,-7,/,14,/,1,/,0
S=c1[nH]nc(-c2cccs2)n1/N=C/c1cn(-c2ccccc2)nc1-c1ccccc1,0,31,-1.8,4,-14,0,0.1,/
SMILES,ERAP1 inh,esBAF inh,CFTR F508del cor,GSIS activator,RAD52 inh,ARNT TACC3 PPI,Xi reactivation,RAD54 inh
C[C@H]1CCCCO[C@H](CN(C)C(=O)c2ccccc2)[C@@H](C)CN([C@@H](C)CO)C(=O)c2cc(NS(=O)(=O)c3ccccc3)ccc2O1,2,-1,0.0,-3,6,-6,0.0,0
CCCOc1ccc(C(=O)N(Cc2cccs2)C2CCS(=O)(=O)C2)cc1 (stereo not given),3,-2,3.3,4,-4,-1,0.1,10
Cc1nn(S(=O)(=O)c2ccc(C(C)C)cc2)c(C)c1S(=O)(=O)N1CCOCC1,1,-4,-3.9,-3,-9,-3,0.2,-16
O=C(c1ccc(Cl)cc1)N1CCCCC(Cl)C1=O (stereo not given),0,/,-2.0,-4,1,-8,0.4,/
COc1ccc(-c2nc(C(=O)O)cs2)cc1OC,2,-19,2.2,71*,-11,-5,0.1,/
O=C(CSc1n[nH]c(=O)[nH]c1=O)Nc1ccccc1C(=O)c1ccccc1,-2,/,0.5,7,-6,-1,0.0,10
NC(=O)Nc1ccc(C(=O)OCC(=O)N(Cc2ccccc2)C2CCS(=O)(=O)C2)cc1 (stereo not given),-1,-2,-1.7,-8,-8,-6,-0.2,2
CCCN1[C@@H]2c3ccc(-c4ccccc4F)c(=O)n3C[C@@H]2[C@@H](CO)[C@@H]1C(=O)N1CCOCC1,0,1,2.1,5,-4,-12,0.0,-7
CO[C@@H]1CN(C)C(=O)c2cc(NS(C)(=O)=O)ccc2OC[C@H](C)N(Cc2ccccn2)C[C@@H]1C,/,-5,-0.9,1,/,/,0.1,/
O=C(Nc1ccc(F)c(Cl)c1)c1cc(C2CCCCN2C(=O)C2CC2)on1 (stereo not given),0,5,-1.4,-34,-19,/,0.4,-2
Cc1cc(C)c(NC(=O)CSc2nc3ncc(Cl)cc3[nH]2)c(C)c1,5,0,3.5,18,-9,-7,0.0,6
CC1=C(C#N)C(c2ccc3ncccc3c2)C(C#N)=C(C)N1,1,/,0.6,-2,-2,-4,/,/
CN(C)CCNC(=O)c1cccc(-c2cnc3c(NC=O)cc(-c4cccs4)cn23)c1,0,1,-2.0,/,68*,/,-0.1,63*
C/C(=N/N1CCN(c2ccccc2)CC1)c1cccc([N+](=O)[O-])c1,2,/,2.8,20,2,1,0.2,/
COc1ccc(C)cc1NC(=O)NCCC1=CCCCC1,-4,4,-0.2,-23,-41,0,/,-4
CCCCN(CCCC)CCNC(=O)CNC(=O)c1cccs1,/,-8,/,18,/,-11,/,-1
O=C(NC[C@H]1[C@@H](c2ccccc2)[C@@H](CO)N1CC1CCCC1)c1cccnc1,/,2,-0.2,9,/,-2,0.5,-2
CC1(c2nc3ccccc3[nH]2)c2ccccc2C(=O)N1C1CC1 (stereo not given),-1,/,1.3,1,-5,/,0.2,/
COc1ccc2cc(C(=O)C3CCCN(C(=O)CCc4ccccn4)C3)ccc2c1 (stereo not given),-5,18,-0.3,-8,-9,7,0.1,/
CC(=O)Nc1ccc(SCc2csc(C)n2)cc1,-3,12,2.8,0,-17,/,0.0,-5
Cc1ccc(-n2c(O)c(/C=N/n3cnnc3)c3ccccc3c2=O)cc1,2,1&10,1.2,20,-22,16,/,0&-1
CCCN(C)C[C@@H]1Oc2cc(C#Cc3ccccc3OC)ccc2S(=O)(=O)N([C@@H](C)CO)C[C@@H]1C,2,-6,0.4,-4,-1,-3,-0.1,-8
C[C@@H]1CN([C@H](C)CO)C(=O)c2cccc(NC(=O)c3nc4ccccc4s3)c2O[C@H]1CN(C)Cc1ccc(-c2ccccc2)cc1,3,-4,-0.9,16,-14,-1,0.0,4
CN1C(=O)c2cc(NC(=O)Cc3ccccc3)ccc2OC[C@@H]2O[C@@H](CC(=O)NCc3ccc(Cl)cc3)CC[C@@H]21,/,8,1.5,-21,/,1,0.3,4
O=C(NCCCN1CCOCC1)c1cc2c([nH]c3ccccc32)c(-c2cccc(Br)c2)n1,/,-6,4.4,-7,5,-6,/,13
SMILES,ERAP1 inh,esBAF inh,CFTR F508del cor,GSIS activator,RAD52 inh,ARNT TACC3 PPI,Xi reactivation,RAD54 inh
CC(=O)C1=C(O)C(=O)N(c2ccc(Br)cn2)C1c1ccc(Br)cc1 (stereo not given),1,/,1.9,-6,-40,-3,0.4,-9
CCCCCn1c(N2CCCC2)nc2c1c(=O)n(C)c(=O)n2C,-3,1,2.3,29,-5,4,0.1,-4
CSc1ccccc1OCc1cc(C(=O)N(C)CCn2nc(C)cc2C)no1,2,17,-2.0,-13,-11,2,0.2,-8
Cc1ccccc1C(=O)NC(=S)Nc1ccc2[nH]c(=O)[nH]c2c1,-8,/,-0.7,-4,-9,-1,0.4,0
CC(=O)c1ccc(-n2c(CCC(=O)O)ccc2-c2ccc(Cl)cc2)cc1,-1,9,/,-19,-8,-8,0.0,-2
CCCCN(CC)S(=O)(=O)c1ccc2c(c1)n(C)c(=O)c(=O)n2C,/,0,2.0,6,-6,-6,2.7,3
C[C@H](CO)N1C[C@H](C)[C@@H](CN(C)C(=O)Nc2ccc3c(c2)OCO3)Oc2ccc(NC(=O)Nc3ccc(F)cc3)cc2CC1=O,-1,3,-0.7,4,23,-8,-1.2,-2
COc1ccc(-c2cc(C(F)(F)F)nc(SCC(=O)Nc3ccc4c(c3)OCO4)n2)cc1OC,1,/,1.3,/,-5,-5,0.1,-9
C/C(=N/Nc1ncc(Br)cn1)c1ccc(Br)cc1,-3,12,-0.5,4,-22,0,0.0,-10
COc1ccc(CN(C)C[C@H]2Oc3ccc(NC(=O)CCCCCC(=O)Nc4ccccc4N)cc3C(=O)N([C@H](C)CO)C[C@H]2C)cc1,0,/,-0.5,4,21,/,-0.8,/
C=CCn1cnc2sc(C(=O)Nc3ccccc3OC)c(C)c2c1=O,-1,15,1.0,0,-21,/,0.0,-4
COC(=O)C[C@H]1CC[C@@H](NC(=O)Nc2ccc(C(F)(F)F)cc2)[C@H](CO)O1,5,1,-3.2,-11,-4,-8,-0.3,1
CCCCN(C=O)c1c(CC)nc2ccc(C(=O)Nc3cc(-c4ccccc4)ccc3OC)cn12,3,4,0.7,23,7,/,-0.2,2
O=[N+]([O-])c1ccc(N2CCN(C(=S)Nc3ccccc3)CC2)cc1,5,/,-1.2,-3,-9,0,0.4,/
Cc1c(C#N)c(N)nc2c3c(sc12)NC(=O)CC3c1ccc(F)cc1 (stereo not given),/,-2,/,3,/,-4,-0.2,5
CC(=O)c1ccc(NC(=O)Cn2nc(C)cc2C)cc1,/,-4,/,19,/,-7,/,-1
CCOC(=O)Cn1c(-c2ccccc2)nc2ccccc2c1=O,/,16,/,-3,/,-16,/,3
Cc1ccc(NC(=O)CN2CCN(Cc3ccccc3)CC2)c(Br)c1,-6,1,1.4,2,-6,-2,0.0,-15
COc1ccccc1NC(=O)C(=O)N/N=C(\C)CC(=O)Nc1ccccc1C(F)(F)F,0,5,-0.3,13,-11,8,0.1,-5

# An excerpt of these results, with two lines to a compound.
# Every second line gives: ERAP1 inh	esBAF inh	CFTR F508del cor	GSIS activator	RAD52 inh	ARNT TACC3 PPI	Xi reactivation	RAD54 inh
O=[N+]([O-])c1ccc(N2CCN(C(=S)Nc3ccccc3)CC2)cc1
    5	/	-1.2	-3	-9	0	0.4	/
Cc1c(C#N)c(N)nc2c3c(sc12)NC(=O)CC3c1ccc(F)cc1 (stereo not given)
    /	-2	/	3	/	-4	-0.2	5
CC(=O)c1ccc(NC(=O)Cn2nc(C)cc2C)cc1
    /	-4	/	19	/	-7	/	-1
CCOC(=O)Cn1c(-c2ccccc2)nc2ccccc2c1=O
    /	16	/	-3	/	-16	/	3
